S1P1 ag pot: S1P1 agonists and agonism potentiators, primary screen, cell-based, primary and confirmation screens, CRE-bla reporter; Sphingosine 1-phosphate receptor 1 (Homo sapiens), P21453; S1P1 CRE-bla cells, forskolin, beta-lactamase FRET, potentiator mode; S1P1 agonist co-added at EC20, 2 nM; 100% = saturating reference agonist, 0% = basal; activation, % at 9.5 µM; 56,000 compounds, 0.57% hits; AID 449, 2006;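 active means activation above a cutoff set at the mean activation of all tested compounds plus 3 SD, cut at about 54% in these data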;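 further: forskolin at 4 µM as EC80 and the EC20 agonist is SEW2871; 100% = SEW2871 at its EC100 plus forskolin at EC80; some compounds past the cut are filed as inactive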
HTR1E antagonist: 5-HT1E receptor antagonists, primary screen, cell-based, HTS; CHO 5-HT1E Ga15 NFAT-bla reporter, FRET, antagonist; inhibition, % at 6 µM; 65,000 compounds, 0.99% hits; AID 571, 2007;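 active means inhibition above a set limit, the mean inhibition across every tested compound plus 3 SD, cut at about 29% in these data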;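 further: signal is the 460 over 535 nm emission ratio of beta-lactamase substrate; 0% = agonist plus DMSO wells and 100% = wells without agonist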
HEK293 NFkB inh: inhibitors of PMA/ionomycin-induced NF-kB reporter, primary screen, antigen receptor NF-kB inhibitor project, cell-based, HEK-293 luciferase reporter, luminescence | HEK-293 NF-kB luciferase reporter | inhibition, % at 3 µM | 62,000 compounds, 0.21% hits | AID 465, 2006;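 active means inhibition above the mean of all tested compounds plus 3 SD, cut at about 40% in these data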;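 further: 0% = stimulated DMSO wells and 100% = 10 µM reference inhibitor 5653914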
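Signal: luciferase luminescence; Material: HEK-293 cells with stable firefly luciferase reporter driven by four HIV NF-kB elements; Probe or stimulus: PMA with ionomycin; Replication: tested once; Times: 1 h compound pretreatment, then 16 h stimulation at 37 °C, 5% CO2; Benchmarks: DMSO and 10 µM reference inhibitor; Evaluation: per-plate % inhibition versus controls.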
M1 antagonist: antagonists of rat M1 muscarinic receptor. Muscarinic acetylcholine receptor M1 (Rattus norvegicus), P08482. CHO-M1 cells, Fluo-4 calcium, ACh EC80 antagonist mode; hits give low values. B-score at 10 µM. 64,000 compounds, 3.4% hits. AID 628, 2007;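 active means calcium fluorescence response, raw or row-and-column corrected B-score, differing from the plate sample mean either way at a set confidence level, mostly lower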
Jurkat viability: cytotoxicity toward Jurkat T cells, primary screen, cytotoxicity control, cell-based, Jurkat E6.1, 60K MLSMR library; inhibition, % at 4 µM; AID 463, 2006; 56,000 compounds, 1.2% hits; Jurkat E6.1 viability, ATP luminescence, 48 h;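 active means inhibition above the mean inhibition of all tested compounds plus 3 SD, cut at about 28% in these data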
5HT1E ag: 5-HT1E receptor agonists, primary screen, cell-based, HTS. 5-hydroxytryptamine receptor 1E (Homo sapiens), P28566. CHO 5-HT1E Ga15 NFAT-bla reporter, FRET; 0% DMSO wells, 100% control agonist wells. activation, % at 6 µM. 65,000 compounds, 0.69% hits. AID 574, 2007;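 active means activation above a set limit, the screen-wide mean activation plus 3 SD, cut at about 8.5% in these data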;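 further: 100% = positive control agonist at 1 µM giving full maximal response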
HER2 expr 66K: inhibitors of Her2 protein expression, primary screen, SKBR-3 cells, AlphaScreen, 66K library | Receptor tyrosine-protein kinase erbB-2 (Homo sapiens), P04626 | 65,000 compounds, 0.69% hits | HER2 level % of control, % at 10 µM | SKBR-3 HER2 protein level, 18-24 h; hits give low values;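 active means HER2 level under 5% of the carrier-only control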;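 further: 100% = DMSO carrier and 0% = 500 nM PU-H71 HSP90 inhibitor; lower value means stronger loss of Her2 protein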
Target sequence (P04626 whole entry, looked up): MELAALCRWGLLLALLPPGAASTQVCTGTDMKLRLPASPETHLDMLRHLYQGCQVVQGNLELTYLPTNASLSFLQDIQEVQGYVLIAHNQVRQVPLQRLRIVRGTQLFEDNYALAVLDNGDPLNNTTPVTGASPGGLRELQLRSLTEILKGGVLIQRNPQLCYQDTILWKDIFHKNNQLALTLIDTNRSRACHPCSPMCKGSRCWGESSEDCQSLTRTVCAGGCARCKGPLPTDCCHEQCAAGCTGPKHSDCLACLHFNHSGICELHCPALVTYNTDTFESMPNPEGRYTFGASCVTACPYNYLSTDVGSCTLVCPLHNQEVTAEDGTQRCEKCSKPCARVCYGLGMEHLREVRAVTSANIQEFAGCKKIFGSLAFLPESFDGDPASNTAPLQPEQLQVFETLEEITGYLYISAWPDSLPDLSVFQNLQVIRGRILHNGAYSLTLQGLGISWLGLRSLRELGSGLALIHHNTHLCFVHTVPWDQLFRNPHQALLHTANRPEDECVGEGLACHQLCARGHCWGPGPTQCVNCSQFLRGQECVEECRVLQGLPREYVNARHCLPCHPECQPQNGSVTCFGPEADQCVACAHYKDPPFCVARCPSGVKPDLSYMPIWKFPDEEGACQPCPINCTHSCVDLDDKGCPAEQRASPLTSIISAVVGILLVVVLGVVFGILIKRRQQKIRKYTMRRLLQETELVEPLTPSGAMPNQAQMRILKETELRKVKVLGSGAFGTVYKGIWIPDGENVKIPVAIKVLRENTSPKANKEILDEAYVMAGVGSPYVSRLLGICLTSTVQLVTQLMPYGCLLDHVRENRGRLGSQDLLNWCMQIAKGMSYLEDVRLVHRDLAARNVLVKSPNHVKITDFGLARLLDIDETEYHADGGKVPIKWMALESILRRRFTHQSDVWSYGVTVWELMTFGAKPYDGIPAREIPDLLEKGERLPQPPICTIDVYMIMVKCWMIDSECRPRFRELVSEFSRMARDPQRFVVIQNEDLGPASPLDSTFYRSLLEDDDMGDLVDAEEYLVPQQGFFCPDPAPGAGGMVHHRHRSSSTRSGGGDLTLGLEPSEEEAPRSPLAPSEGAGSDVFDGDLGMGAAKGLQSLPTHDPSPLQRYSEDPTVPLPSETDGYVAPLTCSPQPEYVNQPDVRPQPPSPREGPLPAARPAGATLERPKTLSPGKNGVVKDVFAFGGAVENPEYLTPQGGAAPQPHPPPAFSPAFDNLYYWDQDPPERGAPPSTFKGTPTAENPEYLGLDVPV
M1 ag: M1 muscarinic receptor agonists, primary screen, CHO-M1 cells, Fluo-4 calcium, agonist mode; Fluo-4 calcium fluorescence; hits give high values; B-score at 10 µM; 64,000 compounds, 3% hits;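 active means fluorescence rise, raw or as B-score row- and column-corrected plate score, outside the 99.7% band of its plate's samples, either direction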
S1P3 agonist: human S1P3 receptor agonists, primary screen, cell-based, primary and confirmation, NFAT-BLA reporter; Sphingosine 1-phosphate receptor 3 (Homo sapiens), Q99500; S1P3 NFAT-BLA reporter cells, agonism, FRET ratio; relative to 1 µM S1P, basal subtracted; activation, % at 4.5 µM; 60,000 compounds, 0.1% hits; AID 373, 2006;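 active means activation above the screen-wide mean plus 3 SD, cut at about 4.5% in these data, passing the limit was not always enough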; further: some compounds called inactive have numbers as strong as hits
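Benchmarks: high control 1 µM S1P / System: stable CHO line with human S1P3, Gα16, NFAT-BLA reporter / Dosing: single compound concentration, 4.5 µM final / Timing: 4 h compound at 37 °C, 2 h substrate at RT / Measured by: FRET β-lactamase substrate fluorescence, excitation 405 nm, 460/535 nm emission ratio, background-subtracted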
* hit, by the source's call; · = no result given. This is a subset; count on the stated rates, not on these rows.

The first three records as a preview:
SMILES	S1P1 ag pot	HTR1E antagonist	HEK293 NFkB inh	M1 antagonist	Jurkat viability	5HT1E ag	HER2 expr 66K	M1 ag	S1P3 agonist
C1=C(c2c[nH]c3ccccc23)CCNC1	8.2	-13.3	3.3	0.013	-6.6	91.5*	116.7	-0.204	-0.5
COc1ccc(C(=O)N2CCOCC2)cc1S(=O)(=O)N1CCC(C)CC1	·	-1.5	3.6	-0.187	-10.3	0.2	137.8	-0.36	-0.1
O=C1CC(=O)N(c2cccc(Cl)c2)C(=O)N1	13.5	-1.3	19.7	1.08	-6.9	-0.5	82.8	0.204	0.7

Main list (from the top)
SMILES	S1P1 ag pot	HTR1E antagonist	HEK293 NFkB inh	M1 antagonist	Jurkat viability	5HT1E ag	HER2 expr 66K	M1 ag	S1P3 agonist
C1=C(c2c[nH]c3ccccc23)CCNC1	8.2	-13.3	3.3	0.013	-6.6	91.5*	116.7	-0.204	-0.5
COc1ccc(C(=O)N2CCOCC2)cc1S(=O)(=O)N1CCC(C)CC1	·	-1.5	3.6	-0.187	-10.3	0.2	137.8	-0.36	-0.1
O=C1CC(=O)N(c2cccc(Cl)c2)C(=O)N1	13.5	-1.3	19.7	1.08	-6.9	-0.5	82.8	0.204	0.7
O=C(C1CC(=O)N(c2ccc(F)c(Cl)c2)C1)N1CCC2(CC1)OCCO2 (centres undefined)	8.2	5.3	16.4	0.552	-3.9	-1.2	91.6	-0.495	-0.1
Fc1ccccc1N1CCN(Cc2c(F)cccc2F)CC1	·	-8.0	6.6	0.562	-4.1	1.3	130.4	-0.326	-0.3
CCCCCCOC(=O)c1ccccc1N	-16.1	-6.1	-4.5	0.687	3.3	-0.3	86.9	0.000215	-0.5
CC(=O)NC1CC2CCC(C1)N2 (centres undefined)	-1.4	2.3	12.1	-0.00942	-8.4	-0.9	100.7	-1.27	0.0
Cc1cc2c(s1)NC(=O)CN=C2c1cccs1	·	0.5	7.3	-0.265	·	-0.7	64.2	-0.274	·
O=C(Cn1cc(C(=O)c2ccccc2)c2ccccc21)NCc1ccco1	24.3	1.5	3.1	-0.11	-2.1	0.4	57.0	0.337	-1.3
O=C1NC(=O)C2(Cc3c(nc4ccccn4c3=O)N3CCCCCC32)C(=O)N1Cc1ccccc1 (centres undefined)	-5.9	1.5	12.3	0.26	-1.1	0.6	62.5	11.6*	-0.4
CC(=O)c1c(O)n(C)c(=S)n(-c2ccccc2)c1=O	-28.0	0.3	12.7	0.699	-10.1	1.7	78.0	0.418	-0.7
O=C1C2CCN(CC2)[C@@H]1Cc1ccc2ccccc2c1O	2.2	-5.7	·	-4.56*	·	0.9	128.3	-0.616	-3.4
CCOC(C(=O)OCC(O)CN(CC)CC)(c1ccccc1)c1ccccc1 (centres undefined)	-13.4	1.7	·	0.289	·	0.1	103.1	-0.928	-3.7
CS(=O)(=O)N1CCCC(C(=O)N2CCC3(CC2)OCCO3)C1 (centres undefined)	-3.5	-1.5	1.9	0.944	-3.9	-0.7	107.7	0.0132	0.2
Cc1cc(S(=O)(=O)NCC(C)C)ccc1OCC(=O)N1CCN(Cc2ccccc2)CC1	1.1	-6.7	14.6	-0.169	14.1	0.1	71.0	-0.897	-0.9

Profiles, looked up by structure. Order of values: S1P1 ag pot, HTR1E antagonist, HEK293 NFkB inh, M1 antagonist, Jurkat viability, 5HT1E ag, HER2 expr 66K, M1 ag, S1P3 agonist
Shown for CC(=O)c1c(O)n(C)c(=S)n(-c2ccccc2)c1=O = -28.0, 0.3, 12.7, 0.699, -10.1, 1.7, 78.0, 0.418, -0.7
Shown for Cc1cc2c(s1)NC(=O)CN=C2c1cccs1 = ·, 0.5, 7.3, -0.265, ·, -0.7, 64.2, -0.274, ·
Shown for CS(=O)(=O)N1CCCC(C(=O)N2CCC3(CC2)OCCO3)C1 (centres undefined) = -3.5, -1.5, 1.9, 0.944, -3.9, -0.7, 107.7, 0.0132, 0.2
Shown for O=C(C1CC(=O)N(c2ccc(F)c(Cl)c2)C1)N1CCC2(CC1)OCCO2 (centres undefined) = 8.2, 5.3, 16.4, 0.552, -3.9, -1.2, 91.6, -0.495, -0.1
Shown for COc1ccc(C(=O)N2CCOCC2)cc1S(=O)(=O)N1CCC(C)CC1 = ·, -1.5, 3.6, -0.187, -10.3, 0.2, 137.8, -0.36, -0.1

(more compounds)
SMILES	S1P1 ag pot	HTR1E antagonist	HEK293 NFkB inh	M1 antagonist	Jurkat viability	5HT1E ag	HER2 expr 66K	M1 ag	S1P3 agonist
CCOC(=O)CC1=C(C(=O)OCC)C2(C(=O)N1)C(C(=O)OC)=C(N)Oc1ccccc12 (centres undefined)	-5.5	-13.9	25.0	0.186	1.6	-0.4	112.0	-0.33	-0.8
O=C(COc1ccc(Br)cc1)N1CCN(Cc2ccncc2)CC1	-21.1	2.8	10.7	0.0704	-2.0	-0.1	67.8	-0.55	-0.4
CCCn1ncc(C(=O)O)c1C	6.6	-13.3	7.4	1.26	-3.4	0.2	100.0	1.06	-0.4
COC(=O)CC1NC2CCCCC2NC1=O (centres undefined)	-2.8	6.9	-3.5	1.02	1.0	-0.5	70.7	0.662	-1.4
CCOP(=O)(C#CC(C)(C)C)C(C)(O)c1ccccc1 (centres undefined)	-2.7	5.5	13.8	-0.146	6.8	-1.0	75.2	0.302	-0.5
Cc1cccc(-c2nc3ccccc3c(=O)n2-n2cccc2)c1	-7.7	6.7	13.3	0.161	2.3	0.6	75.3	1.26	-0.9
CCN(CC)c1ccc(N=Cc2c(O)n(-c3ccccc3C)c(=O)[nH]c2=O)cc1	-0.9	4.4	·	-0.554	·	0.9	101.0	22*	-1.3
Fc1ccc(N2CCN(Cc3ccc4c(c3)OCO4)CC2)cc1	-4.2	15.7	19.4	-2.36*	6.3	-0.7	128.4	-1.59	-1.2
COC(=O)C(O)(c1ccc(N(C)S(=O)(=O)c2ccccc2)cc1)C(F)(F)F (centres undefined)	-18.4	4.3	12.6	-10.5*	-1.9	0.1	93.7	-0.523	-1.5
Cc1cc(C)n2nc(SC(C)C(=O)N3CCC4(CC3)OCCO4)nc2n1 (centres undefined)	-9.8	-2.8	12.7	-0.0476	-2.9	-0.4	110.4	0.19	1.2
Cc1ccc(NC(=O)CSc2nnc([C@@H](N)Cc3c[nH]c4ccccc34)o2)c(C)c1	-15.7	-10.8	4.2	0.309	-5.3	1.8	60.9	-1.04	-0.6
COC(=O)C1=C(N)OC(C)=C(C(C)=O)C12C(=O)N(C)c1ccccc12 (centres undefined)	-1.2	18.5	3.1	0.121	2.7	-1.1	107.7	-0.577	0.0
COc1ccc(CN2C(=O)CC(=O)NC2=O)cc1	-1.2	-7.8	5.9	0.377	-6.7	0.4	91.3	1.31	0.1
COc1ccc(Br)cc1CN1CCN(CCO)CC1	-23.2	-7.8	-0.8	-0.0241	-8.1	-0.2	102.1	0.0617	0.0

Taken from above:
COC(=O)C(O)(c1ccc(N(C)S(=O)(=O)c2ccccc2)cc1)C(F)(F)F (centres undefined) | HEK293 NFkB inh = 12.6
CCN(CC)c1ccc(N=Cc2c(O)n(-c3ccccc3C)c(=O)[nH]c2=O)cc1 | 5HT1E ag = 0.9
Fc1ccc(N2CCN(Cc3ccc4c(c3)OCO4)CC2)cc1 | HTR1E antagonist = 15.7

Bioassay records (PubChem)
